High-throughput results deposited in PubChem BioAssay by several laboratories.
FAS-TE inh – FAS thioesterase domain inhibitors, primary screen, biochemical, fluorescence intensity, uHTS | Fatty acid synthase (Homo sapiens), P49327 | recombinant FAS-TE, OMFH fluorogenic substrate, fluorescence endpoint | inhibition, % at 15 µM | 0.67% of 360,000 active;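 active means compounds whose normalised, plate-corrected inhibition of enzyme fluorescence in the single-dose primary screen is 50% or more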;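 further: 0% = DMSO with enzyme and 100% = substrate without enzyme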
MsrA inhibitor – bovine MsrA enzyme inhibitors, primary screen, biochemical, absorbance, HTS | purified bovine MsrA, absorbance read-out | 0.75% of 360,000 active | Methionine sulfoxide reductase A (Bos taurus) | inhibition, % at 15.5 µM; in the data active means inhibition above about 4.5%;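 further: 0% = vehicle wells with enzyme and 100% = reference inhibitor wells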
MT1-MMP act inh – blockers of MT1-MMP proenzyme processing, primary screen, HT1080 RFP-PRO-GFP cells, GFP/RFP fluorescence. 0.061% of 360,000 active. GFP/RFP ratio fluorescence, overnight; percent of plate control window, DMSO zero. GFP/RFP ratio change, % at 20 µM. AID 651647, 2012;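 active means GFP/RFP ratio change of at least 30% with cell ATP level not reduced by more than half and red fluorescence within 50% of control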; further: strong numbers were not always called active
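Assay system: HT1080 RFP-PRO-GFP cells. Benchmarks: DMSO vehicle wells and RFP-L50D-GFP reporter cell wells. Times: overnight cell settling, then overnight compound exposure, 37 °C, 5% CO2. Compound: 20 µM single dose, 1% DMSO. Read-out basis: GFP/RFP fluorescence ratio.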
eLon inh – inhibitors of E. coli Lon protease, primary screen, biochemical, fluorescence polarization; P0A9M0; AID 602123, 2011; inhibition, % at 7.94 µM; 0.42% of 360,000 active; purified E. coli Lon protease; in the data active means inhibition above about 13%, passing the limit was not always enough;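 further: 0% = enzyme with probe and DMSO and 100% = no enzyme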
Target sequence (P0A9M0 whole entry, looked up): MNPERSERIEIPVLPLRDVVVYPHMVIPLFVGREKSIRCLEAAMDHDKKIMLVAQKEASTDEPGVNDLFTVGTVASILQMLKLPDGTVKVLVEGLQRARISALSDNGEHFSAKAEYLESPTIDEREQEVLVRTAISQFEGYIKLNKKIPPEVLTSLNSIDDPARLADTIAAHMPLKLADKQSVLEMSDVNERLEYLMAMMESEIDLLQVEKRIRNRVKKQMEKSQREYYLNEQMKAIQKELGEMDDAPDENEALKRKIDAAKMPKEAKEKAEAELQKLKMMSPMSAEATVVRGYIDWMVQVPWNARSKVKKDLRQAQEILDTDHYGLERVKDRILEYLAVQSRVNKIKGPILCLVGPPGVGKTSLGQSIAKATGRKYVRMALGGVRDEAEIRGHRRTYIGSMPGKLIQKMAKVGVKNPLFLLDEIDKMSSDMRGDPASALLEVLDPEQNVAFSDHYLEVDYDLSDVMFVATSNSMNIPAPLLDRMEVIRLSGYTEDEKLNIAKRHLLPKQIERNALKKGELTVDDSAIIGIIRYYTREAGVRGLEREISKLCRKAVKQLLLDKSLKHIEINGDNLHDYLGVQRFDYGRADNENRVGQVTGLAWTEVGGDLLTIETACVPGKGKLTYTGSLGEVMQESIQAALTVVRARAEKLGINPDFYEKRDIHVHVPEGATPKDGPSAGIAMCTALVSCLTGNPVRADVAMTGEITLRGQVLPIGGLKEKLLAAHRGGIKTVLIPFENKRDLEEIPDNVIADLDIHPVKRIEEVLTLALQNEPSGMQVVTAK
MsrA act – bovine MsrA enzyme activators, primary screen, biochemical, absorbance, HTS; activation, % at 10.6 µM; AID 602163, 2012; 0.3% of 360,000 active; purified bovine MsrA, absorbance read-out; in the data active means activation above about 7.5%;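 further: 0% = vehicle and 100% = reference activator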
CSN inh – inhibitors of CSN-mediated cullin deneddylation, primary screen, biochemical, fluorescence polarization, uHTS. COP9 signalosome complex subunit 5 (Homo sapiens), Q92905. Purified CSN, SCF-Nedd8-OG deneddylation. inhibition, % at 12.5 µM. 0.38% of 360,000 active. AID 651999, 2013;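 active means pattern-corrected inhibition above about 35%, with an unprinted fluorescence ratio check between 0.5 and 1.5, limit read from the data, passing the limit was not always enough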;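 further: 0% = enzyme with substrate and 100% = substrate without enzyme; some results filed as inactive read as strong as hits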
Target sequence (Q92905 whole entry, looked up, one chain of several): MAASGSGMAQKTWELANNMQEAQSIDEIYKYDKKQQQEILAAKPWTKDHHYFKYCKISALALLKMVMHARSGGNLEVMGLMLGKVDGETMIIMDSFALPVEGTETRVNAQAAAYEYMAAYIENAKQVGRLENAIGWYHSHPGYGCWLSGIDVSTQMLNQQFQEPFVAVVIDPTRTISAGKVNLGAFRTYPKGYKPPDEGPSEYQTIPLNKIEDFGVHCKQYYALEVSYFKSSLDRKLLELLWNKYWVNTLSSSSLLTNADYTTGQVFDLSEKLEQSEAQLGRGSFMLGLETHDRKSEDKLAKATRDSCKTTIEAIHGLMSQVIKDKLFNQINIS
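Test system: purified human Csn5 enzyme expressed in HEK293T cells. Amount: 0.24 nM enzyme. Reagent: SCFSkp2-Nedd8OG substrate at 10 nM final. Schedule: 90 min incubation of compound, enzyme and substrate at room temperature. Detection: fluorescence polarization. Read-out: % inhibition of substrate cleavage by Csn5.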
PABP1 MLLE inh – inhibitors of PABP1 MLLE–PAM2 peptide binding, primary screen, biochemical, fluorescence polarization, FITC-PAM2, GST-MLLE | Polyadenylate-binding protein 1 (Homo sapiens), P11940 | AID 588489, 2011 | 0.36% of 360,000 active | inhibition, % at 20 µM; in the data active means inhibition above about 35%, passing the limit was not always enough;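 further: plate controls were DMSO wells with GST-MLLE for no effect and wells lacking GST-MLLE protein for full effect; some results filed as inactive read as strong as hits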
Rin1 Abl inh – inhibitors of Rin1-Abl protein binding, primary screen, biochemical, TR-FRET; inhibition, % at 7.35 µM; 0.4% of 360,000 active; Tyrosine-protein kinase ABL1 (Homo sapiens) + Ras and Rab interactor 1 (Homo sapiens), …; in the data active means inhibition above about 5%, passing the limit was not always enough
Rpn11 inh – Rpn11 (PSMD14) deubiquitinase inhibitors, primary screen, biochemical, fluorescence polarization, uHTS. 26S proteasome non-ATPase regulatory subunit 14 (Homo sapiens), O00487. calls only at 20 µM. 0.59% of 360,000 active. AID 588493, 2011. human 26S proteasome, Ub4-pepOG fluorescence polarization; 20S core pre-blocked with epoxomicin;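 active means inhibition at 20 µM, scaled to each plate's controls, above about 33%, limit read from the data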
Active calls of the source: *; i = inactive.

SMILES | FAS-TE inh | MsrA inhibitor | MT1-MMP act inh | eLon inh | MsrA act | CSN inh | PABP1 MLLE inh | Rin1 Abl inh | Rpn11 inh
Cc1nn(Cc2ccccc2)c(Cl)c1/C=N/NC(=O)c1cccnc1 | -11 | 0.1 | 4 | 2 | -10 | 6 | 9 | -2 | i
CCCN(Cc1nnc(-c2ccccc2Cl)o1)C(=O)c1oc2ccccc2c1C | 23 | 0.1 | -4 | 6 | -2 | -2 | -4 | -3 | i
CCOC(=O)C1C(c2ccc(C)o2)NC(=O)NC1(O)C(F)(F)F (configuration not stated) | -10 | 0.5 | 2 | -7 | 2 | 4 | 1 | -3 | i
COc1cccc(/C=N/NC(=O)c2nnn(-c3nonc3N)c2-c2cccs2)c1 | 7 | 0.6 | 0 | -7 | -4 | 2 | -1 | -2 | i
CCCn1c(/C=C/c2cc[n+](C)cc2)nc2ccccc21 | -3 | 2.2 | -9 | 8 | -1 | 2 | -20 | -3 | i
O=C(Nc1sc2c(c1C(=O)O)CCCCC2)c1ccccc1F | 0 | 3.4 | -6 | -4 | -4 | 1 | 14 | 3 | i
O=[N+]([O-])c1ccc(-c2cnc[nH]2)cc1 | -1 | 1.0 | -4 | 1 | -6 | 2 | 11 | -4 | i
NC(=O)NC(=O)CSc1nnc(-c2ccco2)n1Cc1ccccc1 | -5 | 0.5 | 0 | 3 | 1 | -1 | -11 | -1 | i
COc1ccccc1CNC(=O)CCCn1nc(C)n2ccnc2c1=O | -10 | 0.1 | 0 | -6 | -3 | -8 | 3 | 2 | i
Cc1cc(C)nc(SCc2csc(-c3ccccc3)n2)n1 | 24 | -0.5 | 1 | -15 | -3 | 5 | 6 | 0 | i
Cc1cc(/C=C(\C#N)C(=O)N2CCOCC2)c(C)n1C1CCCC1 | -1 | 1.3 | 7 | -3 | -1 | 110* | -92 | -4 | i
CN(C)c1cccc2c(C=C(C#N)C#N)ccc(N(C)C)c12 | -3 | 1.4 | 4 | -2 | -2 | -4 | 34 | -2 | i
COc1cc(NC(=O)c2cc(Cl)ccc2Cl)ccc1-c1cc2ccccc2oc1=O | 5 | 1.1 | 6 | 7 | 1 | -1 | -18 | 0 | i
O=C(O)c1ccccc1C(=O)Nc1ccccc1 | -8 | 0.4 | 3 | 4 | -5 | 4 | -10 | -1 | i
O=C(NCc1cccnc1)c1c(O)c2cccc3c2n(c1=O)CCC3 | -14 | 0.8 | 4 | 4 | -9 | -10 | -8 | -3 | i
Cc1ccnc(NC(=O)c2ccc(Cl)c([N+](=O)[O-])c2)c1 | 23 | 0.8 | -6 | -1 | -11 | -2 | -8 | -1 | i
COc1ccc(C(=O)Nc2ccccc2C(=O)NCCN2CCOCC2)cc1OC | 2 | -0.9 | -2 | 4 | -1 | -2 | 1 | 2 | i
O=C(CN1CCCCCC1)N/N=C/c1cccc(Cl)c1 | -12 | -0.2 | 3 | -6 | -3 | -5 | 12 | 3 | i
Nc1ccn(C2CCCCO2)c(=O)n1 (configuration not stated) | -7 | 1.0 | 2 | 4 | -4 | -5 | -7 | -2 | i
CCN1CCN(C(=S)NCC2CCCO2)CC1 (configuration not stated) | 1 | -0.9 | -1 | 7 | -9 | -1 | -66 | 4 | i
Cc1ccc(-c2nn3c(C)nnc3c3ccccc23)cc1S(=O)(=O)NCCO | 1 | 1.0 | 9 | -3 | -1 | -2 | 5 | 1 | i
Cc1c(-c2nc(-c3cccnc3)no2)cccc1[N+](=O)[O-] | 11 | -0.8 | 2 | 11 | -3 | -2 | 8 | -3 | i
CCCN(CCC)CCCNC(=O)C1c2cc(OC)c(OC)cc2C(=O)N(C)C1c1cccnc1 (configuration not stated) | -5 | -0.9 | 0 | 5 | -11 | -3 | 13 | 2 | i
COc1ccc(Cl)cc1NC(=O)CN(C)C(=O)C1COc2ccccc2O1 (configuration not stated) | 19 | -0.1 | 3 | -12 | -2 | -3 | -29 | 1 | i
CCN(Cc1ccccc1)C(=O)c1cccc(S(=O)(=O)N2CCN(c3ccc(F)cc3)CC2)c1 | 22 | -0.3 | -5 | 4 | -4 | -4 | -2 | 0 | i
Cn1c(=O)c2c(ncn2CCC(=O)N/N=C/c2ccccc2)n(C)c1=O | -2 | 1.4 | 1 | -3 | -3 | 6 | -7 | 0 | i
Cc1cccc(NC(=O)COc2coc(CN3CCN(Cc4ccccc4)CC3)cc2=O)c1 | -5 | 0.4 | 1 | 9 | -1 | -7 | 6 | -1 | i
CCC(=O)Nc1c(C)c(CC)nc2ccccc12 | -9 | 0.5 | -2 | 1 | -7 | 1 | 5 | 3 | i
O=C(COc1ccccc1C(=O)Nc1ccccc1)c1ccc(Br)cc1 | 27 | 0.1 | 0 | 2 | -1 | 2 | 5 | -4 | i
COc1ccc(NC(=O)/C(C#N)=C/c2cc(C)n(-c3ccc(N4CCOCC4)c([N+](=O)[O-])c3)c2C)cc1 | 79* | -1.0 | 22 | -10 | -4 | -1 | -8 | 0 | i
c1ccc2sc(SCc3ccc(-c4nnco4)cc3)nc2c1 | 11 | 0.3 | 2 | -2 | -4 | 2 | -11 | 1 | i
COc1cc2c(cc1OC)CN(C(=O)CN1C(=O)c3ccc([N+](=O)[O-])cc3C1=O)CC2 | 1 | -0.5 | -3 | 4 | 1 | -1 | -11 | -2 | i
CC(C)C[C@@H](CN)NC(=O)c1nc[nH]c1C(=O)N[C@@H](C)C(=O)CNC[C@H](CC(C)C)NC(=O)c1nc[nH]c1C(=O)N[C@@H](Cc1ccccc1)C(=O)O | -10 | -0.7 | 3 | 6 | 1 | 1 | -1 | -1 | i
FC(F)(F)c1ccc(-c2cccc3c2C2CC3CCN2Cc2ccc3c(c2)OCO3)cc1 (configuration not stated) | 14 | -1.3 | 3 | -8 | 3 | -4 | 7 | -3 | i
Cc1ccc(S(=O)(=O)N2CCN(C(=O)c3sccc3-c3ccccc3)CC2)cc1 | 21 | 0.2 | -7 | 1 | -4 | -2 | -7 | 0 | i
COc1cc(C(C)=O)ccc1OCC(=O)Nc1cc(C)on1 | -7 | -1.3 | 2 | -10 | -2 | 4 | -6 | 0 | i
Cc1ccc(S(=O)(=O)NCC(=O)NCCc2c[nH]c3ccccc23)cc1C | 1 | -0.6 | 4 | -5 | -2 | -3 | 15 | 0 | i
Cc1ccc(F)c(S(=O)(=O)NC(=O)C2(C)CCN2C(=O)Cc2cccs2)c1 (configuration not stated) | -10 | 1.1 | -1 | 6 | -2 | -4 | 8 | 2 | i
O=C(N/N=C/c1ccco1)c1ccccn1 | -10 | 2.5 | -3 | -4 | -1 | 0 | -4 | 2 | i
CCC(=O)Nc1c(C)nn(-c2ccc(C)c(C)c2)c1C | -10 | -0.4 | -1 | -1 | -11 | 1 | 8 | 6 | i

Looked up above:
Reading for `c1ccc2sc(SCc3ccc(-c4nnco4)cc3)nc2c1` under Rin1 Abl inh: 1
Reading for `FC(F)(F)c1ccc(-c2cccc3c2C2CC3CCN2Cc2ccc3c(c2)OCO3)cc1` (configuration not stated) under PABP1 MLLE inh: 7
Reading for `Cc1ccc(S(=O)(=O)N2CCN(C(=O)c3sccc3-c3ccccc3)CC2)cc1` under PABP1 MLLE inh: -7
Reading for `O=C(COc1ccccc1C(=O)Nc1ccccc1)c1ccc(Br)cc1` under FAS-TE inh: 27
Reading for `O=C(N/N=C/c1ccco1)c1ccccn1` under Rin1 Abl inh: 2

Following part.
SMILES | FAS-TE inh | MsrA inhibitor | MT1-MMP act inh | eLon inh | MsrA act | CSN inh | PABP1 MLLE inh | Rin1 Abl inh | Rpn11 inh
COC(=O)CC1C(=O)NCCN1Cc1cn(-c2ccc(C)cc2)nc1-c1cccc(C)c1 (configuration not stated) | -1 | -0.7 | -3 | 2 | -4 | 10 | 9 | 3 | i
COc1cc(/C=C2/C(=N)N3OC(C)=CC3=NC2=O)ccc1OC(=O)c1ccco1 | -7 | 0.3 | -9 | -6 | -3 | 5 | -18 | -3 | i
Cc1cc(C)nc(-n2nc(C)cc2NC(=O)CN2CCc3ccccc3C2)n1 | 2 | 0.7 | 0 | -8 | -1 | 2 | 6 | 4 | i
COc1ccc(CNc2ncc(-c3cccc([N+](=O)[O-])c3)n2C)c(OC)c1OC | 8 | -0.2 | 4 | 3 | 0 | 2 | -2 | -1 | i
C[N+]1(CC(=O)Nc2ccccc2Cl)CCN(C(=O)c2cccs2)CC1 | -4 | -0.7 | 7 | 1 | 1 | 4 | 0 | 0 | i
C=CCn1c(C)nnc1SCC(=O)N1CCN(S(=O)(=O)c2ccccc2)CC1 | -7 | -0.1 | 5 | -14 | -3 | 4 | 3 | -1 | i
Cn1ncc(Br)c1C(=O)NC(=S)N1CCN(c2ccccn2)CC1 | -8 | -1.1 | 11 | -12 | 1 | -4 | -13 | -1 | i
O=C1OC[C@@H]2CCCN2C(=O)[C@H](CC(=O)N(CCO)Cc2ccccc2)C/C=C\C[C@H]1Cc1ccc(F)cc1 | -5 | -0.5 | 3 | -8 | 1 | -2 | -10 | 0 | i
CN(C(=O)CSc1nncc2ccccc12)C1CCCCC1 | -15 | 0.8 | -1 | 10 | -6 | 1 | 2 | 3 | i
Cn1nnnc1SCc1nnc(-c2ccc(Cl)cc2)o1 | 1 | 0.7 | -5 | -4 | -2 | 1 | -2 | -2 | i
NNC(=O)c1cc(Br)cs1 | -7 | 0.2 | -2 | -9 | -2 | -4 | 2 | 1 | i
Nc1c(C(=O)Nc2ccc3c(c2)OCCO3)nnn1CCc1ccccc1 | 6 | 0.9 | -2 | 5 | 0 | -2 | -3 | -2 | i
CCc1ccc(N=C2NC(=O)/C(=C/c3ccc(OCC(=O)O)cc3)S2)cc1 | 0 | 4.5 | -4 | 2 | -4 | 7 | -21 | -4 | i
O=C(COC(=O)c1cc(Cl)ccc1O)NCCC1=CCCCC1 | 4 | 0.1 | 2 | -3 | -3 | -8 | -5 | -2 | i
O=C(Cn1nc2n(c1=O)-c1ccccc1SC2)N/N=C/c1cccs1 | 1 | 1.4 | -2 | 2 | -4 | -1 | -3 | -5 | i
O=C1CCN(S(=O)(=O)c2ccccc2)CCN1CCOCc1ccccc1 | -6 | 0.3 | -2 | -6 | -1 | -2 | 2 | 3 | i
CCCCC[n+]1cccc2c3ccccc3ccc21 | -4 | 0.2 | -22 | -10 | -6 | 0 | -140 | -5 | i
CC(C)n1c(N)c(C#N)c2ccc([N+](=O)[O-])cc2c1=O | 7 | -1.1 | -9 | -8 | -2 | 12 | -30 | -5 | i

2 of the compounds above, with each value named.
COc1cccc(/C=N/NC(=O)c2nnn(-c3nonc3N)c2-c2cccs2)c1
  FAS-TE inh: 7	MsrA inhibitor: 0.6	MT1-MMP act inh: 0	eLon inh: -7	MsrA act: -4	CSN inh: 2	PABP1 MLLE inh: -1	Rin1 Abl inh: -2	Rpn11 inh: i

CCCn1c(/C=C/c2cc[n+](C)cc2)nc2ccccc21
  FAS-TE inh: -3	MsrA inhibitor: 2.2	MT1-MMP act inh: -9	eLon inh: 8	MsrA act: -1	CSN inh: 2	PABP1 MLLE inh: -20	Rin1 Abl inh: -3	Rpn11 inh: i
